# Source: PubChem BioAssay (several laboratories)
# PLC-gamma1 inh: PLC-gamma1 (human) inhibition, primary screen; purified PLC-gamma1, fluorogenic substrate, fluorescence; inhibition, % at 12.2 µM; P19174; actives 0.84% (n = 370,000); AID 720700; in the data active = inhibition above about 9.5%
# hgDAF12 agonist: agonists of H. glycines DAF-12 nuclear receptor | HEK293 GAL4-hgDAF12 UAS-luciferase reporter, agonist luminescence; normalized to butyrate control | activation, % at 6.8 µM | actives 1.8% (n = 370,000) | AID 687014;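 active = activation above a cutoff set at the mean of all screened compounds plus 3 SD, cut at about 10% in these data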;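 note: 0% = DMSO wells and 100% = sodium butyrate wells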
# hcDAF12 agonist: activates DAF-12 receptor from parasite H. contortus; HEK293 hcDAF-12 lit1-tk-luc reporter, luminescence; 0% DMSO, 100% Δ7-dafachronic acid; activation, % at 6.8 µM; actives 1.4% (n = 370,000); AID 652067;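 active = activation above the mean of all tested compounds plus 3 SD, cut at about 5.5% in these data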;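 note: 100% = response to 3 µM Δ7-dafachronic acid high control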
# DAX1 inh-1: inhibitors of human orphan nuclear receptor DAX1 (NR0B1); AID 504766; inhibition, % at 6.75 µM; actives 0.99% (n = 340,000); HEK293 Gal4-DAX1 luciferase reporter, luminescence; P51843;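 active = inhibition above the mean over all tested compounds plus 3 SD, cut at about 4.2% in these data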;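 note: 0% = DAX1-transfected cells with DMSO and 100% = empty-vector control cells with DMSO; inhibition shows as a rise in luminescence from relieved DAX1 repression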
# SMARCA2 act: activators of SMARCA2 function. MG213 cells, MMTV-luciferase reporter, dexamethasone, overnight. activation, % at 9.1 µM. actives 1% (n = 370,000). AID 652017; in the data active = activation above about 7.8%;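 note: 0% = vehicle wells and 100% = reference activator wells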
# DAX1 inh-2: blocks DAX1 repression of SF-1 activated StAR promoter | AID 652010 | actives 1.1% (n = 370,000) | HEK293T StAR-luciferase reporter, SF-1/DAX-1 repression relief | inhibition, % at 6.8 µM;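 active = inhibition above the mean over all tested compounds plus 3 SD, cut at about 3.6% in these data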;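 note: 0% = DAX-1 cells with DMSO and 100% = cells lacking DAX-1 with DMSO; higher inhibition means more luminescence from relief of DAX-1 repression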
# ADAM17 inh: inhibitors of human ADAM17; P78536; recombinant ADAM17, EDANS/DABCYL FRET peptide cleavage; inhibition, % at 6.95 µM; actives 0.83% (n = 370,000); AID 720648;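 active = inhibition above the mean of compounds lying between control limits plus 3 SD, set per campaign, cut at about 8.5% in these data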;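 note: 0% = DMSO-only wells as the low control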
# ssDAF12 agonist: activators of S. stercoralis DAF-12 nuclear receptor; actives 1% (n = 370,000); HEK293 ssDAF-12/GRIP1 lit1-tk-luc reporter, luminescence; % of 3 µM dafachronic acid response; activation, % at 6.8 µM;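 active = activation above the mean over all tested compounds plus 3 SD, cut at about 0.9% in these data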;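 note: 0% = DMSO-only wells and 100% = 3 µM delta7-dafachronic acid wells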
# Rev-erbA mod: modulates human Rev-erb alpha binding to DNA; AID 1259318; P20393; Rev-erbα–FITC-DNA binding, fluorescence polarization, 90 min; actives 0.79% (n = 370,000); activity, % at 10 µM;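 active = activity above about 14%, limit read from the data; passing the limit was not always enough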;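 note: 0% = DMSO wells with 35 nM protein and 100% = DMSO wells with 750 nM protein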
# MBD2 inh: inhibitors of human MBD2 binding to methylated oligonucleotide | Q9UBB5 | TR-FRET | inhibition, % at 4.4 µM | actives 0.31% (n = 370,000) | AID 686964; in the data active = inhibition above about 13%
# PLCb3 inh: blocks human PLC-beta3 enzyme activity; Q01970; inhibition, % at 12.2 µM; actives 0.18% (n = 370,000); Purified PLC-beta3, fluorogenic substrate, fluorescence; in the data active = inhibition above about 11%;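 note: 0% = median of compound wells on plate and 100% = full blocker control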
# Target sequence (Q01970 whole entry, looked up): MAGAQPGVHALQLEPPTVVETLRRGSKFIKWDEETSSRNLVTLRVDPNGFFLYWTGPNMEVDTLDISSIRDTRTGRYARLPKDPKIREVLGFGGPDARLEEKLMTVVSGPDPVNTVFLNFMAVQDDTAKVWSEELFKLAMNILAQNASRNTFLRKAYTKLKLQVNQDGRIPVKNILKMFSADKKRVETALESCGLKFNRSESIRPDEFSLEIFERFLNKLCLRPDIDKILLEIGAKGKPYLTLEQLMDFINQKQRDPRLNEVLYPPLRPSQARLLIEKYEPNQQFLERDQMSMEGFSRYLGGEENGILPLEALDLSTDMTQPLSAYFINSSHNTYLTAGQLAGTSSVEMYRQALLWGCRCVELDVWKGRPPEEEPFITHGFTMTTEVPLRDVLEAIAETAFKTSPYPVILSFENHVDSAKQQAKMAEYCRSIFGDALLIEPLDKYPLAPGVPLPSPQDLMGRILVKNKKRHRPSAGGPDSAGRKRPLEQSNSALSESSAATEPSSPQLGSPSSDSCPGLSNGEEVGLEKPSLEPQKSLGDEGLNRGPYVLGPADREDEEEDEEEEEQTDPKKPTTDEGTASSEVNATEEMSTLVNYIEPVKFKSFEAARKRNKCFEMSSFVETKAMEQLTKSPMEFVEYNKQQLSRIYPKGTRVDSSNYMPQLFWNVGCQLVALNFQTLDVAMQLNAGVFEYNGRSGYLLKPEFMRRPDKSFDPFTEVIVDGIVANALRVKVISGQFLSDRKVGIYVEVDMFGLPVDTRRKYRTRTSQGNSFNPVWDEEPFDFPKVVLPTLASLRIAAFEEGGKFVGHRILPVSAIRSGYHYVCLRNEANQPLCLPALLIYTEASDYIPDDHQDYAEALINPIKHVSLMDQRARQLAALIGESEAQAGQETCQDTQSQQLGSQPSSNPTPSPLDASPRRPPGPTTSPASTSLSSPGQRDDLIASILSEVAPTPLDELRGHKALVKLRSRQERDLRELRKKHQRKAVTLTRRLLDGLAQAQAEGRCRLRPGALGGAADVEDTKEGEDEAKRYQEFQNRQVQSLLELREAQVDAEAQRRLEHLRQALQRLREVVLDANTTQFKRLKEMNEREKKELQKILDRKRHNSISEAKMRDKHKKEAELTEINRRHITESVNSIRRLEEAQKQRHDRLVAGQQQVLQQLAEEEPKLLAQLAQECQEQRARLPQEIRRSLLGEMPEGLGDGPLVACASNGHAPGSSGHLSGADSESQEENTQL
# Numbers without * were called inactive; . = not tested or not shown; & = joins results of further samples.
SMILES,PLC-gamma1 inh,hgDAF12 agonist,hcDAF12 agonist,DAX1 inh-1,SMARCA2 act,DAX1 inh-2,ADAM17 inh,ssDAF12 agonist,Rev-erbA mod,MBD2 inh,PLCb3 inh
CC(CCc1ccccc1)NC(=O)CCc1cn(C)c2ccccc12 (stereo not drawn),-4,2.1,-1.3,-0.1,-2,-0.1,1,-1.3,3,0,-5
CC1CC(C)CN(C(=O)CCCNC(=O)c2ccc(Cl)cc2)C1 (stereo not drawn),1,1.2,-2.3,0.1,-2,-0.3,-4,-1.1,-1,3,-9
O=c1oc(-c2ccccc2)cc2ccccc12,-44,10,3.4,.,7,1.7,-104,-0.3,3,0,-56
Cc1cccc(-c2cc3nc(C)cc(=O)n3[nH]2)c1,1,7.4,5.4,0.6,9.2*,1.8,-4,0.6,0,3,4
CCN1C(=O)[C@H]2[C@@H](c3ccc(C)cc3)N3C(=O)N(c4cccc(Br)c4)C(=O)[C@@]3(Cc3ccccc3)[C@H]2C1=O,3,1.5,-2.0,-0.5,0,-0.5,1,-0.7,5,4,6
[O-][n+]1ccc(C2CC2)cc1,-2,0.2,-0.8,-0.7,-2,0.6,-4,-1.2,2,3,-2
CCCCSCCCNC(=O)Nc1ccc(CC)cc1,4,-1.0,-1.2,-0.1,-4,2.2,8,-1.9,1,1,4
Cc1cc(C)n2nc(/C(C#N)=C/c3ccccn3)c(C#N)c2n1,-16,1.2,-1.9,-0.2,-3,-0.7,-9,-0.9,0,-7,-20
COc1cccc(OC(=O)c2ccccc2)c1OC(=O)c1ccccc1,5,1.5,-1.0,-0.3,-3,0.4,15*,-0.3,-1,-3,2
Cc1ccc2[nH]c3c(c2c1)CN(C(=O)CN1c2ccc(F)cc2CCC1C)CC3 (stereo not drawn),-13,-0.8,-0.6,1.0,-3,-1.4,7,-1.0,2,-6,-16
CCNC(=O)C1(C)CCN1CCC(=O)c1ccc(C)cc1 (stereo not drawn),2,2.3,-0.2,.,3,0.1,-2,-0.7,-4,-7,0
CN(c1ccc(C(=O)N2CCN(Cc3ccccc3)CC2)cc1)S(=O)(=O)c1ccccc1,2,-1.2,-1.5,-2.0,-2,-0.9,2,-1.6,0,4,4
COc1ccc(NC(=O)C[C@H]2C(=O)N(Cc3cccnc3)C[C@@H]2Cc2ccccc2)cc1,4,0.9,-1.0,2.1,-1,1.3,-3,-0.2,4,6,0
COc1ccccc1OC(C)C(=O)NNC(=S)NC1CCCC1 (stereo not drawn),-1,-1.3,-1.2,-0.5,-2,-0.1,2,-1.3,-4,-5,-3
O=C(CSc1ccccn1)N/N=C/c1cccc([N+](=O)[O-])c1,2,0.3,-1.4,0.2,-1,0.1,-1,0.1,2,-4,2
COc1ccc(NC(=O)COC(=O)c2cc(SC)ccc2Cl)c(OC)c1,4,-2.9,-1.8,-1.2,-6,-0.3,2,-1.4,34*,-4,8
CCCN1CCN(C(=O)c2ccc3[nH]c(C)c(C)c3c2)CC1,-2,1.3,-0.4,0.9,-1,0.7,-3,-1.1,-6,0,-13
CC1(c2nnnn2-c2ccc3c(c2)OCCO3)CCC(=O)N1Cc1cccnc1 (stereo not drawn),0,-9.2,-3.9,.,-5,-4.4,-2,-1.8,-5,-4,0
Cc1ccc(NC(=O)C2CC(=O)n3ncnc3N2)cc1 (stereo not drawn),0,2.9,0.7,0.1,-3,0.2,-4,-0.6,0,2,7
CCCS(=O)(=O)c1nc(S(=O)(=O)c2ccc(C)cc2)c(NCCCN(C)C)s1,-1,-2.2,-0.6,0.7,-2,-0.4,0,-1.7,0,-3,-2
COc1cc2c(cc1NC(=O)CSc1nnc(-c3ccccn3)n1-c1ccccc1)oc1ccccc12,0,0.1,2.2,.,2,-2.0,1,-0.3,-24,0,4
O=C(COC(=O)c1ccccn1)Nc1cccc(Cl)c1,-1,-1.1,-1.8,0.8,1,-0.5,-1,-1.3,1,-1,5
Cc1nn(-c2ccccc2)c(Cl)c1/C=C1\SC(=S)N(CCCCCC(=O)O)C1=O,2,-1.6,-2.6,1.5,0,1.0,-3,-2.0,-3,-4,-6
CCS(=O)(=O)c1ccc2c(c1)NC(=O)C(CCO)O2 (stereo not drawn),3,0.7,0.5,-0.1,1,-0.6,-1,-1.6,6,-2,-5
Cc1cc(-n2c(C)cc(C(=O)CSc3nnnn3-c3ccc(Cl)cc3)c2C)no1,-2,0.2,-0.3,0.5,3,0.0,-2,-1.5,-3,4,-1
CCOC(=O)C1CCN(C/C=C/c2ccccc2[N+](=O)[O-])CC1,0,0.5,1.3,-1.8,3,-0.1,-5,-0.5,-3,4,-2
O=C1CN(C(=O)COC(=O)/C=C/c2ccco2)c2ccccc2N1,-1,1.2,2.1,-0.9,-2,0.8,-5,-1.6,0,-1,-11
COc1ccc(C(C(=O)NC2CCCC2)N(CC2CCCO2)C(=O)Cn2nnc(-c3ccc(C)o3)n2)cc1 (stereo not drawn),1,-0.7,-0.9,2.1,-2,2.4,2,-1.8,-9,-3,-2
COc1ccc(N(C(=O)c2ccco2)C(C(=O)NC2CCCC2)c2cccnc2)c(OC)c1 (stereo not drawn),2,-1.6,2.2,-1.8,-3,-0.4,-2,-1.1,3,4,-6
Cc1ccccc1C(=O)NNC(=O)CSc1nc(-c2ccccc2)cc(=O)[nH]1,1,4.0,1.1,0.8,0,0.2,-2,-0.9,-1,1,3
O=C(O)CSCC(=O)c1ccccc1,0,-2.2,-0.7,0.3,-1,0.1,-4,-1.1,-3,3,-1
COc1cc(C2NCCc3c2[nH]c2ccccc32)ccc1OC(C)C (stereo not drawn),-1,-4.0,2.4,.,-4,0.8,1,-1.2,-6,-3,1
Cc1cc(/C=C(\C#N)C(=O)O)c(C)n1C1CC1,-4,1.5,-1.1,-0.4,-4,-0.4,0,-0.4,7,1,-7
CCSc1nnc(NC(=O)CSc2nc3c(c(=O)n2-c2ccccc2OC)SCC3)s1,-1,-0.1,0.5,0.2,-2,-0.2,-2,-1.3,3,2,-3
OC(COc1ccc2ccccc2c1)CN1CCN(c2ccc(F)cc2)CC1 (stereo not drawn),0,0.0,-0.3,6.9*,1,-0.1,-3,-0.1,9,7,1
COc1ccc2oc(C)c(C(=O)c3ccccc3)c2c1,-2,1.5,-0.8,1.9,0,0.1,1,-0.2,-7,3,-7

# Given with tabs: part of the list above
molecule	PLC-gamma1 inh	hgDAF12 agonist	hcDAF12 agonist	DAX1 inh-1	SMARCA2 act	DAX1 inh-2	ADAM17 inh	ssDAF12 agonist	Rev-erbA mod	MBD2 inh	PLCb3 inh
COc1ccc2oc(C)c(C(=O)c3ccccc3)c2c1	-2	1.5	-0.8	1.9	0	0.1	1	-0.2	-7	3	-7
O=C1CN(C(=O)COC(=O)/C=C/c2ccco2)c2ccccc2N1	-1	1.2	2.1	-0.9	-2	0.8	-5	-1.6	0	-1	-11

# Further results
SMILES,PLC-gamma1 inh,hgDAF12 agonist,hcDAF12 agonist,DAX1 inh-1,SMARCA2 act,DAX1 inh-2,ADAM17 inh,ssDAF12 agonist,Rev-erbA mod,MBD2 inh,PLCb3 inh
COc1cc(/C=N/N=C2/NC(=O)C(CC(=O)O)S2)ccc1OCc1ccc(Cl)cc1 (stereo not drawn),1,12*,5.4,2.9,1,2.8,6,-0.9,-7,-1,-1
CCC(=O)N1CCC(C)(C(=O)Nc2ccc3c(c2)OCO3)C1 (stereo not drawn),1,2.1,-0.8,.,-6,-0.1,-1,-0.2,5,3,6
COC(=O)c1ccccc1NC(=O)CN1CCOCC1,-2,-1.1,-0.2,3.1,2,0.8,-2,-1.2,-4,-1,0
COC(=O)C1CCN(C(=O)c2c(-c3ccccc3Cl)noc2C)CC1,-3,3.2,-2.1,2.6,2,-0.8,1,-1.5,-2,0,1
Cc1ccccc1N1C(=O)CC(Sc2nnc(-c3ccccc3)o2)C1=O (stereo not drawn),1,-0.2,0.0,0.4,8,-0.4,5,-1.0,4,2,-5
CC[C@]1(C(=O)OC)[C@H]2C(=O)N(Cc3ccccc3)C(=O)[C@H]2[C@H]2CN=C(SC)N21,0,-1.6,-1.1,0.0,-1,2.6,-4,-0.9,2,-1,2
CCOc1ccc(NC(=O)CN2CCCC2c2cccs2)cc1S(=O)(=O)N1CCCCC1 (stereo not drawn),2,1.1,-2.7,-1.3,-3,0.9,2,-1.7,-2,0,-4
O=C(Nc1ccc([N+](=O)[O-])cc1)Nc1ccc2c(c1)OCCO2,3,17*,2.8,3.1,3,0.1,-1,0.1,2,5,2
CCN(c1cccc(C)c1)S(=O)(=O)c1ccc2c3c(cccc13)C(=O)N2,-165,-0.4,-2.2,-0.3,-3,-0.5,-7,-1.3,3,-3,-200
O=[N+]([O-])c1ccccc1CN1CCN(S(=O)(=O)Cc2ccccc2)CC1,-3,0.8,-0.2,-0.7,1,-2.5,1,-1.9,-5,4,-8
NS(=O)(=O)c1cc2c(cc1Cl)NC=NS2(=O)=O,4,-2.4,0.5,0.0,-7,1.8,2,-0.5,-10&4,3,5
O=C(CN(c1ccc2c(c1)OCCO2)S(=O)(=O)c1ccccc1)N1CCN(Cc2ccccc2)CC1,2,2.2,-1.2,1.9,-2,0.6,2,-1.3,5,-2,2
COc1cc(Cl)c(S(=O)(=O)N2CCCC2)cc1Cl,4,3.2,0.2,1.4,-4,-0.8,1,-1.6,2,0,-6
C=CCNc1ncnc2c1ncn2[C@H]1CN(Cc2ccc3c(c2)OCO3)C[C@@H](CO)O1,6,-2.8,-1.3,.,-1,-0.9,-6,-0.5,-3,-5,2
O=C(OC12CCCN(C1)/C(=C/c1cccc(Cl)c1)C2)c1ccc(Cl)cc1 (stereo not drawn),4,-3.4,2.3,.,-4,0.7,3,-0.7,3,-2,-4
O=C(Nc1ccc2c(c1)OCO2)c1c(F)c(F)c(F)c(F)c1F,-1,3.8,-1.4,-0.1,0,-0.2,-2,-1.3,-1,2,4
COc1ccc(C(O)P(=O)(OCC(C)C)OCC(C)C)c(OC)c1 (stereo not drawn),2,1.5,-2.5,-0.1,-2,-0.7,1,0.3,3,-4,-2
CCOC(=O)c1ccoc1CSCc1ccc(C(=O)OC)o1,-18,0.2,0.0,0.0,-5,0.3,1,-0.8,5,7,-29
CS(=O)(=O)N1CCN(c2ccc(NC(=S)NC(=O)c3cccs3)cc2)CC1,-3,0.5,0.2,0.5,-1,-0.4,-2,-0.8,-4,1,1
COc1ccc(CN(C)C(=O)/C=C/c2ccc(S(=O)(=O)N3CCCCCC3)cc2)cc1,2,-5.7,-3.0,-1.5,-3,-2.8,4,-1.9,12,1,3
O=c1[nH]c(NCc2ccccc2)nc2c1CCCC2,2,1.2,-0.3,-1.0,-1,0.8,0,-1.6,-2,-1,-1
Cc1n[nH]c(C)c1CCCCOc1ccccc1F,1,-3.8,-1.3,-1.4,0,-0.1,-2,-1.3,1,0,-2
CCc1cccc(NC(=S)Nc2ccc(CN3CCOCC3)cc2)c1,9.8*,1.6,1.6,3.4,-3,-0.5,4,-1.1,1,-1,2
CC(=O)Nc1ccc(C(=O)COC(=O)c2c(C)noc2C)c(F)c1,1,1.3,-1.4,-0.6,-2,0.7,-4,-1.8,0,0,-1
Cc1ccc(S(=O)(=O)N2CC(O)C[C@H]2C(=O)OCC(=O)Nc2ccc(N3CCCCC3)cc2)cc1C (stereo partly drawn),0,1.8,-2.3,-0.3,-1,1.8,1,-1.2,3,1,6
